FN deposition inh = inhibitors of fibronectin matrix deposition, primary screen, AH1F cells, Alexa488-fibronectin fluorescence, plate reader | AH1F fibroblasts, overnight | inhibition, % at 12.6 µM | actives 0.086% (n = 350,000) | AID 743247, 2014;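 active = mean inhibition across replicates of 30% or more, regardless of how many single replicates reach that level; inconclusive = mean under 30% yet at least half of replicates reach 30%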;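 also: positive control wells lacked labelled fibronectin entirely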
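Material: AH1F fibroblast monolayer depositing Alexa488-labelled fibronectin into matrix | Input: 10000 AH1F cells/well | Medium: DMEM plus 2% serum, read in PBS | Reagent: Alexa488-fibronectin, 24 nM final in well | Compound dosing: One dose per compound, pinned | Schedule: 1 h adhesion, overnight exposure | Measured by: Fluorescence at 485 nm excitation, 525 nm emission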
Statin myotox sup = suppressors of statin myotoxicity in C2C12 myotubes, primary screen, cell-based, single point, plate reader; C2C12 myotubes + simvastatin, ATP luminescence, 48 h; scaled: DMSO 0, geranylgeraniol control 100; rescue of ATP level, % at 7.49 µM; actives 0.78% (n = 330,000); AID 602340, 2012;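 active = mean ATP rescue above about 67%, or every replicate alone reaching that limit, limit read from the data, passing the limit was not always enough; inconclusive = no clear call, values can overlap the other calls; inactive = mean under the limit and some replicate under it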;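 also: myotubes were challenged with 10 µM simvastatin during compound exposure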
esBAF inh = Bmi1 luciferase reporter increase in mESCs, primary screen, esBAF inhibitor project, mouse ES cells, Bmi1 luciferase knock-in, single point; reporter increase, % at 12.5 µM; actives 2% (n = 350,000); 24 h; 100% = twice the neutral-well signal; in the data active = activation above about 40%; inconclusive = no clear call, values can overlap the other calls;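 also: 0% = median of the plate's neutral control wells and 100% = double that signal; a rise in the Bmi1 reporter signal indicates esBAF inhibition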
S100A4 inh HTS = inhibitors of S100A4-myosin IIA peptide binding, primary screen, biochemical, fluorescence polarization, TAMRA-MyoIIA peptide | Protein S100-A4 (Homo sapiens), P26447 | inhibition, % at 10.7 µM | actives 0.14% (n = 360,000);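 active = mean inhibition of at least 70% across replicates, with every replicate also reaching that level; inconclusive = mean inhibition reaches 70% but some replicates fall short; inactive = mean inhibition below 70%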
Target sequence (P26447 whole entry, looked up): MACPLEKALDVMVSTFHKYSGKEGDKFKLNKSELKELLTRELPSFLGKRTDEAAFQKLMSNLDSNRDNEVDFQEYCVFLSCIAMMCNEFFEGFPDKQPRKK
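Test system: S100A4 monomer protein. Medium: HEPES buffer with Ca2+, pH 7.2. Reagent: fluorescent myosin IIA peptide, 5 nM. Compound dosing: single-point compound testing. Timing: 5 min between mix addition and reading. Benchmarks: DMSO neutral and TFP positive wells.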
CASP6 VEID inh = human caspase-6 inhibitors, primary screen, biochemical, VEID-R110 fluorescence, single point, set 2. actives 0.53% (n = 350,000). AID 686996, 2013. P55212. purified caspase-6, Z-VEID-R110 cleavage fluorescence. inhibition, % at 12.5 µM;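 active = mean inhibition across replicates at least about 35%, with every replicate also reaching that limit, limit read from the data; inconclusive = only one of the two criteria met; inactive = neither criterion met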;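 also: 0% = median of neutral control wells and 100% = no fluorescence left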
Target sequence (P55212 24-179 limits assumed): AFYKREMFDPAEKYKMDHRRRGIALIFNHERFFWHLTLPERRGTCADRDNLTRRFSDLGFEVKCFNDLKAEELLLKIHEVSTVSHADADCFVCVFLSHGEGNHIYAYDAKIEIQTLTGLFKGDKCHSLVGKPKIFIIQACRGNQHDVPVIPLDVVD
Target sequence (P55212 194-293 limits assumed): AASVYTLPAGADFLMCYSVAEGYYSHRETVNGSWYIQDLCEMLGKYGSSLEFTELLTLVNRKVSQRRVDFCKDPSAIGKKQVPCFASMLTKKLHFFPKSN
SIRT5 block = SIRT5 desuccinylase inhibitors, primary screen, biochemical, fluorescence imaging, single point, set 5; NAD-dependent protein deacylase sirtuin-5, mitochondrial (Homo sapiens), Q9NXA8; actives 1.1% (n = 330,000); AID 652115, 2013; inhibition, % at 15 µM; Purified SirT5, succinyl-peptide AMC, trypsin-coupled fluorescence; in the data active = inhibition above about 15%; inconclusive = no clear call, values can overlap the other calls
Target sequence (Q9NXA8 whole entry, looked up): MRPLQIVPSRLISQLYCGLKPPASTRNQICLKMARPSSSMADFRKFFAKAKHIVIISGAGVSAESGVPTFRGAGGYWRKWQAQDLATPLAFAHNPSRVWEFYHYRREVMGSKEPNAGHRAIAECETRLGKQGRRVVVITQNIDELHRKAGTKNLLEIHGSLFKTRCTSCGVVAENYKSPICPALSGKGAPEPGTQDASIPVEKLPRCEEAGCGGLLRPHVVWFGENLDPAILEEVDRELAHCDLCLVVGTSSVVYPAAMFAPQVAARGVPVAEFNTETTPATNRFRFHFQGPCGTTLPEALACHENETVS
LGR2 antag = inhibitors of bursicon-induced LGR2 CRE-luciferase signal, primary screen, cell-based, HEK293, CRE-luciferase reporter, bursicon stimulation | Drosophila bursicon receptor LGR2 (rickets) | bursicon-stimulated, 4 h | inhibition, % at 9.99 µM | actives 0.35% (n = 380,000) | AID 720647, 2013;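 active = drop in luminescence signal, shown as inhibition above about 50% in the replicate tests, limit read from the data, passing the limit was not always enough; inconclusive = probably only some replicates passing the limit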;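 also: agonist challenge used bursicon conditioned medium at about half maximal strength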
* = called active by the depositor; ? = inconclusive; / = not tested or not shown. Some of the compounds tested, so the mix of outcomes need not match the whole.

SMILES	FN deposition inh	Statin myotox sup	esBAF inh	S100A4 inh HTS	CASP6 VEID inh	SIRT5 block	LGR2 antag
C[C@@H]1CCCCO[C@H](CN(C)S(=O)(=O)c2ccc(Cl)cc2)[C@@H](C)CN([C@H](C)CO)C(=O)c2cc(NC(=O)NC3CCCCC3)ccc2O1	/	/	-5	-37	0	0	-18
Cc1cccc(C)c1Nc1nnc(SCc2cn3cccc(C)c3n2)s1	7	/	/	-1	6	-1	31
CCOc1cc(Br)c(C(C)NC(=O)c2cccnc2)cc1OCC (stereo not given)	13	14	-2	-4	-1	-6	7
O=C1CCC(C(=O)N2CCCCCC2)CN1Cc1cccc(C(F)(F)F)c1 (stereo not given)	-19	1	-4	0	4	18*	4
O=C(NC1CCCC1)C1CCN(C(=O)c2ccc(-c3ccccc3)cc2)CC1	/	/	/	-5	2	-11	7
CN(C)CC(=O)N[C@H]1CC[C@@H](CCn2cc(C3CCCCC3)nn2)O[C@@H]1CO	0	0	0	3	1	3	-12
COc1ccc(NC(=O)NCCCN2CCN(c3cc(C)ccc3C)CC2)cc1	6	-45	-7	6	0	2	17
CCCC(O)(CCN1CCOCC1)c1ccc(Cl)cc1 (stereo not given)	-12	15	-4	-7	-2	-2	7
O=C1CC(CSc2ccc(Cl)cc2)=NN1	2	/	/	-5	0	0	9
O=C(NCc1ccccc1)c1c[nH]c2ccc(F)cc2c1=O	-6	10	-6	-6	1	2	-6
CCCc1ccc(-c2ccc(F)c(N)c2)nc1	/	15	-60	/	/	/	79*
O=C(Nc1ccccc1F)N[C@H]1CC[C@@H](CCNC(=O)C2CCCC2)O[C@H]1CO	-9	4	6	10	-1	-3	16
CNC(=O)C[C@H]1CC[C@H]2[C@@H](COC[C@@H](O)CN2Cc2ccc(C(F)(F)F)cc2)O1	-7	7	1	-1	2	8	-7
CO[C@@H]1CC[C@H]2CCOc3c(C#N)cccc3C(=O)N(C)CC3(CCCCC3)CC(=O)N(C)C[C@H]1O2	6	1	-2	0	5	0	-10
Nc1cccc(NC(=O)CCC(=O)NCc2ccco2)c1	-2	9	1	-4	-6	0	27
Cn1c(SCC(=O)N2CCN(S(=O)(=O)c3ccccc3)CC2)nc2ccccc21	/	/	/	-4	1	2	-5
O=C(NCC(c1ccco1)N1CCCCC1)c1cccc(S(=O)(=O)Nc2ccc(F)cc2)c1 (stereo not given)	-3	17	5	-58	1	-6	7
Cn1c(=O)c(=O)n(C)c2cc(S(=O)(=O)CCC(=O)Nc3ccc(C(F)(F)F)cc3)ccc21	6	-19	-1	-5	0	2	-3
COc1ccc2[nH]c3c(c2c1)CCN1C(=O)C(CC(=O)NC/C=C(\C)CCC=C(C)C)C[C@H](C(=O)N2CCOCC2)[C@@]31CCC1CCCC1 (stereo not given in full)	3	24	0	-1	0	-3	12
C[C@@H]1CN([C@H](C)CO)C(=O)c2cccc(NC(=O)C3CCOCC3)c2O[C@H]1CN(C)Cc1ccc(C(=O)O)cc1	/	17	4	-3	4	-3	-1
Cc1c(C)c2c(OCC(=O)O)cc3c(c2oc1=O)CCC(C)(C)O3	2	9	-1	-2	-2	-49	6
CC(C)[C@@H](C)/C=C/[C@@H](C)[C@H]1CC[C@@H]2[C@]1(C)CCC1[C@]23C=C[C@]2(C[C@@H](O)CC[C@]12C)N(c1ccc([N+](=O)[O-])cn1)O3 (stereo not given in full)	18	/	/	-8	5	/	1
NC(=O)CC(NC(=O)c1cccc(Br)c1)c1ccc(NC2CCC2)c([N+](=O)[O-])c1 (stereo not given)	4	8	6	-1	1	0	/
COc1cc(/C=N/Nc2nc(Nc3ccc(C)cc3)nc(-n3nc(C)cc3C)n2)cc(OC)c1OC	-4	-23	32	/	/	/	/
COc1ccc(NC(=O)c2ccc(Oc3ncccn3)cc2)cc1	-3	4	25	0	-2	0	/
Next section
SMILES	FN deposition inh	Statin myotox sup	esBAF inh	S100A4 inh HTS	CASP6 VEID inh	SIRT5 block	LGR2 antag
COc1cc(OC)c(OC)cc1CNCCSc1nnnn1C	/	/	/	-6	-1	1	8
Cc1cc(C)n(-c2ccc(NC(=O)C3CCN(Cc4ccc(C)o4)CC3)cc2)n1	14	3	5	8	0	-4	12
CCCNS(=O)(=O)c1ccc(OCC(=O)N2CCc3ccccc3C2)c(C)c1	-3	15	1	8	1	9	14
Cc1ccc2nccc(C(=O)N3CCCC(Nc4ccc(C)c(C)c4)C3)c2c1 (stereo not given)	10	-7	-12	0	0	3	12
Cc1ccc(NC(=O)Cc2ccc3c(c2)CCCC3)cc1C	/	-14	6	2	-2	1	-13
NNC(=O)c1cc2ccccc2cc1NS(=O)(=O)c1ccccc1	-2	26	3	-4	-1	-2	-8
CN(C(=O)C(=O)c1cn(CC(=O)N2CCCC2)c2ccccc12)C1CCCCC1	-4	10	1	0	-4	-1	0
COC(=O)CSc1nnc(C2COc3ccccc3O2)n1-c1ccccc1 (stereo not given)	/	9	-4	1	-1	3	0
CC1CCCC(=NNC(=O)C2COc3ccccc3O2)C1 (stereo not given)	-1	-7	-13	0	-3	-2	1
Cc1ccc(NC(=O)Cc2nc(COC(=O)C(C)NS(=O)(=O)c3ccc(C)cc3)cs2)cc1 (stereo not given)	3	4	4	-2	-2	5	/
CCCC(=O)NNC(=O)c1c(O)c2ccccc2[nH]c1=O	7	3	5	5	8	-8	19
COc1cc([N+](=O)[O-])ccc1NC(=O)CCCOc1cccc(C)c1C	-4	24	5	/	/	/	-1
CCCC#Cc1ccc([C@H]2[C@@H](CO)N3CCCCN(S(=O)(=O)CC)C[C@@H]23)cc1	/	/	/	0	0	1	2
Cc1ccc(N2CC(C(=O)OCC(=O)c3ccc(C)c([N+](=O)[O-])c3)CC2=O)cc1 (stereo not given)	-4	/	/	-2	-1	-3	-3
Cc1ccnn1CC(=O)N/N=C/c1cn[nH]c1-c1ccc(F)cc1	15	/	/	-1	-2	0	-4
CN(C)CCCN(Cc1cc2cc3c(cc2[nH]c1=O)OCCO3)C(=O)NC1CCCCC1	-7	7	-4	0	3	-5	17
Cc1ccc2nc(-c3ccc(NC(=O)CCN4C(=O)c5ccccc5C4=O)cc3)sc2c1	2	/	/	-3	2	-17	26
CC(C)(Nc1ccccc1)C(=O)c1ccccc1	7	/	/	35	4	-3	8
O=S(=O)(c1cccs1)N1CCN(c2cccc(Cl)c2)CC1	-3	18	1	-3	1	-7	-5
CCOc1ccc(Nc2ccc(S(=O)(=O)N3CCN(C)CC3)cc2[N+](=O)[O-])cc1OCC	-2	-16	-2	-2	5	0	-2
CCC(C)Cn1cnc2c(SCc3ccccc3F)nc(N)nc21 (stereo not given)	5	-23	?	1	-2	0	-80
NCCC1CCCC(CCN)N1 (stereo not given)	3	2	-1	-2	-180	-7	-10
NS(=O)(=O)c1ccc(CCNC(=O)CN2CCCCC2)cc1	-2	8	-6	4	/	0	-4
C[C@H](CO)N1C[C@H](C)[C@H](CN(C)Cc2ccc(F)cc2)Oc2ncc(C3=CCCC3)cc2C1=O	-3	17	-4	7	-1	1	6
C[C@@H]1CCCCO[C@@H](CN(C)S(=O)(=O)c2ccc(F)cc2)[C@H](C)CN([C@H](C)CO)C(=O)c2cc(N(C)C)ccc2O1	-2	13	-6	-1	-2	0	9

Copied from the results shown (two entries):
SMILES	FN deposition inh	Statin myotox sup	esBAF inh	S100A4 inh HTS	CASP6 VEID inh	SIRT5 block	LGR2 antag
NCCC1CCCC(CCN)N1 (stereo not given)	3	2	-1	-2	-180	-7	-10
NS(=O)(=O)c1ccc(CCNC(=O)CN2CCCCC2)cc1	-2	8	-6	4	/	0	-4

Next part
SMILES	FN deposition inh	Statin myotox sup	esBAF inh	S100A4 inh HTS	CASP6 VEID inh	SIRT5 block	LGR2 antag
COc1cccc(NC(=O)C[C@@H]2CC[C@@H]3[C@H](COc4ccc(NC(=O)C5CCOCC5)cc4C(=O)N3C)O2)c1	-12	29	1	/	/	/	-7
CN(c1ccc(C(=O)N2CCCCCC2)cc1)S(=O)(=O)c1ccc(Cl)cc1	-2	-18	11	-5	-2	2	-4
O=S(=O)(c1ccccc1F)N1CCCCN2[C@H](CO)[C@@H](c3ccc(-c4cncnc4)cc3)[C@H]2C1	/	17	0	/	/	1	-3
Cc1cc(C(O)c2ncc(-c3ccc(Oc4ccccc4)cc3)[nH]2)ccc1F (stereo not given)	-13	-8	5	-7	-2	/	-3
COc1ccc2c3c([nH]c2c1)[C@@H](CO)N(Cc1nccs1)CC31CN(C(=O)C2CC2)C1	/	/	/	-1	-5	-1	-4
Cn1cccc1C(=O)OCC(=O)Nc1cccc(S(=O)(=O)N2CCOCC2)c1	/	/	/	-5	-4	10	-3
CC(=O)Oc1ccc(-n2c(=O)c3ccccc3c3ccccc3c2=O)cc1	-2	/	/	-9	0	2	/
CN(CC(=O)Nc1ccccc1Cl)C(=O)COC(=O)CSc1ccc(F)cc1	/	-6	-6	1	-1	-1	0
O=C(Cn1c(C(F)(F)F)nc2ccccc21)c1ccc(F)cc1	/	-3	-10	/	/	/	0
CCCCC(=O)Nc1ccc(C(=O)Nc2ccc(OC)cc2[N+](=O)[O-])cc1	-3	7	-4	-28	1	-1	/
Cc1ccc(S(=O)(=O)Nc2ccc3c(c2)CC(=O)N([C@H](C)CO)C[C@H](C)[C@H](CN(C)Cc2ccc(C(F)(F)F)cc2)O3)cc1	/	23	2	/	/	/	-2
COCCNC(=O)C[C@H]1CC[C@H]2[C@@H](COc3ccc(NC(=O)C4CCCC4)cc3C(=O)N2C)O1	3	7	-2	-1	3	1	8
CCCN(CCC)S(=O)(=O)c1ccc(C(=O)Nc2c(C)n(C)n(-c3ccccc3)c2=O)cc1	-6	-1	-8	-11	-2	-1	/
Cn1c(CNC(=O)c2ccco2)nnc1SCC(=O)Nc1cccc(F)c1	7	/	/	-3	1	-4	0
Cc1ccc(NC(=O)c2ccccc2NS(=O)(=O)c2ccc(Cl)s2)cc1S(=O)(=O)N1CCOCC1	-1	/	/	-4	2	3	?
CC(OC(=O)C1CCCCC1)C(=O)Nc1ccc(S(N)(=O)=O)cc1 (stereo not given)	0	7	-18	-6	3	-2	20
COc1cc(OC)c(OC)cc1CN1CCN(C(=O)c2cccc3ccccc23)CC1	3	-3	1	-31	-2	-1	-1
Cc1ccc(S(=O)(=O)NCCC(=O)O)cc1	/	-3	-1	/	/	/	-11
COc1ccccc1NC(=O)N[C@H]1CC[C@@H](CCNC(=O)c2ccc3c(c2)OCO3)O[C@@H]1CO	7	4	-2	6	-1	2	3
CCc1cc2c(NCC3CCCO3)nc(C)nc2s1 (stereo not given)	/	2	0	/	/	/	-14
COC(CN(C)C(=O)c1cn(C)c2ccc(S(=O)(=O)N(C)C3CCCCC3)cc2c1=O)OC	-9	3	-1	3	3	8	8
COc1cc(CN(C2CC2)S(=O)(=O)c2ccccc2Br)cc(OC)c1	5	4	-1	-12	2	-1	-8

Look-ups from the results shown:
Result of `CC(=O)Oc1ccc(-n2c(=O)c3ccccc3c3ccccc3c2=O)cc1` under S100A4 inh HTS: -9
Result of `COc1cc(CN(C2CC2)S(=O)(=O)c2ccccc2Br)cc(OC)c1` under Statin myotox sup: 4

Bioassay records (PubChem)
